# FUS suppressor = FUS proteinopathy suppression in yeast. S. cerevisiae FUS-expressing, growth rescue, OD600, 24 h. Potency, µM (highest dose often 76.6 µM), inactives show at the highest dose growth rescue (activation), actives largely listed as activators. hit rate 0.24% among 390,000. AID 1347120;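 note: potency is the fitted concentration of half-maximal effect; plate controls were DMSO vehicle for no effect and reference control for full effect; nearly all actives have a fitted effect of over 55% in size; some results filed as inactive show a strong effect at the top dose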
#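 Restored growth of FUS-toxic S. cerevisiae, read as 600 nm absorbance after 24 h at 30C in galactose medium (starting OD 0.005). Controls CP55940 and DMSO.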
# Abeta rescue = A-beta toxicity reversal in yeast; yeast expressing A-beta42, growth rescue, OD600, 48 h; response scale: 0% DMSO, 100% iron-clioquinol control; Potency, µM (top dose mostly 46.1 µM), inactives show top-dose growth rescue, usual class: activators; hit rate 0.063% among 410,000; AID 1347071; note: potency is the fitted concentration of half-maximal effect; nearly all actives have a fitted effect of over 55% in size
#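 Yeast A-beta toxicity model in growth medium with pinned compounds, 48 h at 30 C; growth read as absorbance at 600 nm. Normalized to FeCl3/clioquinol equimolar mix (positive) and DMSO (negative).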
# PI5P4K alpha inh = PI5P4K alpha (human) kinase inhibition | P48426 | PI5P4Kalpha enzyme, ADP-Glo luminescence, 60 min; stronger effect = lower value | max response, % | hit rate 1.2% among 330,000; active = max response of -50% or lower; inconclusive = between -30% and -50%; inactive = -30% or higher; note: value at the top dose of about 77 µM; % is set by controls: 0 for no effect and ±100 for the full control effect
# Target sequence (P48426 whole entry, looked up): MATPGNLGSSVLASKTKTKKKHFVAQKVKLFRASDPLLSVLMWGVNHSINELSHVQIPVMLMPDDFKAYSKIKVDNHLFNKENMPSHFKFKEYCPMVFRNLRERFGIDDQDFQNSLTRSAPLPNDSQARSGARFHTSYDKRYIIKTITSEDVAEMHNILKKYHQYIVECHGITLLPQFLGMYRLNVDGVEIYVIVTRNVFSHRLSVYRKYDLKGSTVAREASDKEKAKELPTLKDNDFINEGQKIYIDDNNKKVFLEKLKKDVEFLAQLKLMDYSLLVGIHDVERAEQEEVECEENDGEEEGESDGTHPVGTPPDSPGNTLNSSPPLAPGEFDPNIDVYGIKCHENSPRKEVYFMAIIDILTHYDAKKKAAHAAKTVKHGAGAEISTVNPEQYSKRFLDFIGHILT
#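 Compounds were pin-transferred onto PI5P4Kalpha and substrate in HEPES pH 7.4 buffer with EGTA, CHAPS and 5% DMSO. ATP (5 microM final) started the reaction, which ran 60 minutes at room temperature before ADP-Glo detection.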
# WRN inhibitor = blocks human WRN helicase; hit rate 0.46% among 360,000; Potency, µM (top dose mostly 114 µM), inactives show at the top dose activity change, negative = inhibition, most hits filed as inhibitors; WRN helicase unwinding, fluorescent forked duplex, kinetic; AID 651768; note: potency is the fitted concentration of half-maximal effect; % is set by controls: 0 for no effect and ±100 for the full control effect; nearly all actives have a fitted effect of over 55% in size
#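 Kinetic red-fluorescence monitoring (525/598 nm) tracks WRN helicase activity after 100 nM fluorophore-quencher forked duplex and 2 mM ATP are added to 20 nM enzyme pretreated 15 min at room temperature with compound.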
# PLK1 PBD block = PLK1 (human) polo-box domain binding inhibition. hit rate 2.8% among 360,000. Potency, µM, without a hit: max response, negative = inhibition, actives largely listed as inhibitors. P53350. Plk1 PBD binding of FITC phosphopeptide, fluorescence polarization; note: potency is the fitted concentration of half-maximal effect; series mostly up to about 57 µM; % is set by controls: 0 for no effect and ±100 for the full control effect; nearly all actives have a fitted effect of over 65% in size
# Target sequence (P53350 whole entry, looked up, the tested form may be a part): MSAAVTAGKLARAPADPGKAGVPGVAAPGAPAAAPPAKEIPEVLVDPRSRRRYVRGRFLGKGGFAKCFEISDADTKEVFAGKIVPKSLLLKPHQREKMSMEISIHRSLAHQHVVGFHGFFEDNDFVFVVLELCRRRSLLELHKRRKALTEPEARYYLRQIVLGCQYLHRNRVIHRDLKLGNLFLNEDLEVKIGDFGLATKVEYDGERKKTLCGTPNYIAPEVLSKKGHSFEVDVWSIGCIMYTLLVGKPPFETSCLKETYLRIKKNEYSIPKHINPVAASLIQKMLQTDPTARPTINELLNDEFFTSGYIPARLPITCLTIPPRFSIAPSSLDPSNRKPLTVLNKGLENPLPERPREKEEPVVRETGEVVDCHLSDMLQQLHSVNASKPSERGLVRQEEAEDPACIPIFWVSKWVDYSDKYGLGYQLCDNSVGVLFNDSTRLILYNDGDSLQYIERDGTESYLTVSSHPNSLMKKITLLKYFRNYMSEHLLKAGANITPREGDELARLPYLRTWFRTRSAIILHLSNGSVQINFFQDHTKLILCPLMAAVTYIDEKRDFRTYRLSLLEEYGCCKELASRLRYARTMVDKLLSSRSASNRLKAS
# EPAC1 antag = blocks human EPAC1 exchange factor. EPAC1 GEF assay, Rap1b-BODIPY-GDP exchange fluorescence. O95398. hit rate 0.14% among 360,000. Potency, µM (doses to about 115 µM), for the others: at the top dose activity change, negative = inhibition, hits mostly inhibitors;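 note: potency is the fitted concentration of half-maximal effect; plate controls were vehicle for no effect and positive control for full effect; nearly all actives have a fitted effect of over 50% in size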
# EPAC1 agonist = EPAC1 (human) agonism. EPAC1 agonist qHTS, biochemical assay; response scale: 100% = response to 6.5 mM cAMP. Potency, µM (doses to about 154 µM), for the others: at the highest dose activation, hits mostly activators. hit rate 0.073% among 360,000; note: potency is the fitted concentration of half-maximal effect; nearly all actives have a fitted effect of over 60% in size
#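 Compounds were pinned as a concentration titration into mixtures of EPAC1 (100 nM), BODIPY-GDP-loaded Rap1B (250 nM) and GDP (50 uM). After 5 min at room temperature, fluorescence was followed for 30 min; activity was scaled to 6.5 mM cAMP.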
# IL-2 act = activators of IL-2. hit rate 0.065% among 360,000. IL-2 activation reporter assay, cell-based qHTS; stimulated with anti-CD3/CD4/CD28 beads; in transgenic mouse T cells. AID 652025. activation, % (series mostly up to about 46 µM); in the data active = activation above about 50%; inconclusive = mostly about 30% to 49%; note: 0% is about no effect
#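 Readout: EGFP and DsRed signals by fluorescent plate cytometry. Unstimulated transgenic mouse T cells received compound 60 min before antibody-bead stimulation, then incubated 18 h at 37 degrees C.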
# * hit, by the source's call; ? = inconclusive; · = not tested or not shown; [ ] = remark or other dose. Unless noted, calls come from the whole dose curve; as a rule, active = well fitted curve in the direction sought with a large enough effect; inconclusive = small, poorly fitted or top-dose-only effect, or another doubt; inactive = no such curve, though single readings can be large; an effect the other way counts as inactive or inconclusive.
# Sample of the layout:
SMILES,FUS suppressor,Abeta rescue,PI5P4K alpha inh,WRN inhibitor,PLK1 PBD block,EPAC1 antag,EPAC1 agonist,IL-2 act
C[C@@H]1CC=C[C@H]2[C@H]1C(=O)N(Cc1ccccc1)[C@H]2c1ccc(Br)cc1F,7%,-1%,1,-1%,-15%,-7%,0%,1.6
COC(=O)c1cccc(-c2ccc(C(c3c(C)[nH][nH]c3=O)c3c(C)[nH][nH]c3=O)o2)c1,?,-14%,?,?,24µM*,?,16%,-1.0

# The list itself (from the top)
SMILES,FUS suppressor,Abeta rescue,PI5P4K alpha inh,WRN inhibitor,PLK1 PBD block,EPAC1 antag,EPAC1 agonist,IL-2 act
C[C@@H]1CC=C[C@H]2[C@H]1C(=O)N(Cc1ccccc1)[C@H]2c1ccc(Br)cc1F,7%,-1%,1,-1%,-15%,-7%,0%,1.6
COC(=O)c1cccc(-c2ccc(C(c3c(C)[nH][nH]c3=O)c3c(C)[nH][nH]c3=O)o2)c1,?,-14%,?,?,24µM*,?,16%,-1.0
N#Cc1ccc(/C=C/C(=O)c2cccnc2)cc1,0%,-29%,0,-32%,?,-9%,9%,-0.6
Cc1ccc(/C=C2/C(=O)c3ccc(C(=O)O)cc3C2=O)o1,-17%,-30%,-62*,13µM*,24µM*,-11%,13%,-3.5
c1cc(N2CCCC2)ccc1C(c1nnnn1C1CCCCC1)N1CCOCC1 (stereo unspecified),40µM*,4%,·,-4%,-2%,0%,10%,0.1
O=C(CN1C(=O)c2ccccc2C1=O)Nc1nccs1,4%,-3%,-1,-8%,-13%,-6%,-6%,0.4
Nc1ccccc1Nc1nc2ccccc2[nH]1,41%,-2%,0,-27%,-18%,-4%,15%,2.8
Cc1ccc(CNC(=O)C2CCC(=O)N(CCc3ccccc3)C2)s1 (stereo unspecified),18%,-10%,6,-4%,-11%,27%,3%,-3.3
CC(=O)c1cccc(CN2CCC(n3nccc3NC(=O)CCCc3ccccc3)CC2)c1,·,2%,-2,-6%,3%,4%,-10%,-3.4
COc1ccc(NC(=S)NN(C)C(=S)Nc2ccc(OC)cc2)cc1,-5%,26%,0,-8%,-7%,-8%,3%,3.5
C=CCNC(=O)c1onc(CSc2cccc(C)c2)c1C(=O)O,-25%,-13%,-25,0%,-10%,0%,-21%,1.0
CCC(=O)Nc1c2c(nn1-c1ccccc1C)CSC2,24%,0%,·,0%,-11%,8%,4%,-0.9
Cc1cccc(C)c1NC(=O)CNC(=O)C1COc2ccccc2O1 (stereo unspecified),-3%,-6%,-8,12%,-1%,-1%,-18%,2.6
NS(=O)(=O)c1cc([N+](=O)[O-])ccc1NCc1cccnc1,-2%,-1%,4,-3%,0%,1%,15%,-1.8
O=C(OCc1ccc(Cl)cc1)c1cccnc1Cl,2%,-20%,5,-6%,-12%,1%,10%,-0.9
Cc1nn(CC(=O)OCC(=O)Nc2ccccc2[N+](=O)[O-])c(C)c1[N+](=O)[O-],-24%,7%,-1,8%,7%,-23%,-4%,-1.2
CCOC(=O)C1=C(COC(=O)c2ncc(Cl)c(Cl)c2Cl)NC(=O)NC1C (stereo unspecified),13%,-2%,-1,4%,-6%,-5%,-5%,-1.0
Cc1ccc(NC(=O)NNS(=O)(=O)c2ccc(Br)cc2)cc1,2%,10%,1,-15%,-7%,-8%,6%,-0.3
Cc1cccc(OCc2nnc(SCC(=O)NCCc3ccccc3)o2)c1,15%,15%,·,2%,-3%,10%,-4%,-0.2
CC(C(=O)N1CCc2ccccc21)n1cccc1 (stereo unspecified),22%,7%,·,11%,-2%,12%,1%,2.4
O=C(O)CCCSCC(=O)Nc1ccccc1,27%,-12%,·,-12%,-8%,15%,-3%,-1.2
COC(=O)c1sc(SC)c(-c2ccon2)c1C,6%,2%,4,-2%,-5%,-16%,4%,-3.3
Cc1cc(C(F)F)n2nc(C(=O)Nc3ccc(F)cc3F)nc2n1,-5%,-8%,-3,-8%,2%,3%,5%,0.6
C#CCOCCOCCOCCNc1nc(N2CCN(C(=O)CCCCCCCCCCNC(=O)[C@H](CCCCN)n3cc(CCCC(=O)O)nn3)CC2)nc(N2CCN(C(=O)CCCCCCCCCCNC(=O)[C@@H]([C@H](C)O)n3cc(C)nn3)CC2)n1,?,14%,-11,9%,-4%,-2%,1%,-0.1
O=C(COC(=O)c1cccs1)Nc1ccccc1Cl,-1%,-7%,2,-20%,-4%,-5%,-1%,2.5
Cc1nc2ccc(S(=O)(=O)c3ccc4nc(C)[nH]c4c3)cc2[nH]1,-9%,5%,-6,-11%,-5%,-4%,-1%,-2.1
Cc1ccc(NC(=O)COC(=O)c2ccc(OC(F)F)cc2)cc1S(=O)(=O)N1CCCCC1,-9%,-11%,3,-8%,-10%,-18%,10%,0.3
O=C(CNS(=O)(=O)/C=C/c1ccccc1)OCC(=O)N1CCC(Cc2ccccc2)CC1,60%,1%,11,-8%[57.1 µM],-9%,-17%,0%,-0.9
OCCNc1nc(Nc2ccc(Cl)cc2)nc(N2CCCC2)n1,9%,-15%,·,·,·,-8%,-4%,0.7
CCN(CC)S(=O)(=O)c1ccc(NC(=O)CN(c2ccc(OC)cc2OC)S(C)(=O)=O)cc1,18%,12%,0,0%,-1%,11%,7%,-3.1
COc1ccc(/C(N)=N/OC(=O)Cc2ccccc2)cc1,-3%,7%,-1,3%,-11%,-5%,12%,-0.3
Nc1ccn([C@@H]2O[C@H](C(=O)Nc3cc(C(F)(F)F)cc(C(F)(F)F)c3)[C@@H](O)[C@H]2O)c(=O)n1,-5%,-2%,1,2%,2%,1%,-19%,1.2
COc1ccc(CCNC(=O)c2ccc(N3CCCCS3(=O)=O)cc2)cc1OC,23%,-9%,-3,-13%,-28%,-5%,0%,-1.9
O=C(Cc1c(F)cccc1Cl)c1ccc(O)cc1O,21%,5%,·,-2%,-11%,-1%,5%,1.3
C=CCN1C(=O)C(O)(CC(=O)c2ccc(N)cc2)c2ccccc21 (stereo unspecified),·,-12%,1,-16%,-3%,-2%,2%,-5.0
Cc1cc(C)n2nc(C(=O)OCC(=O)N(C)CC(=O)Nc3ccccc3Cl)nc2n1,-15%,6%,-10,-6%,-1%,12%,-9%,-2.1
COc1ccc(C(=O)NCc2nnc(SCC(=O)NCc3ccc(F)cc3)o2)cc1,40%,-2%,2,-6%,-27%,-3%,0%,5.7
Cc1ccc(NC(=O)c2ccco2)c(NC(=O)c2ccccc2C)c1,7%,1%,-4,6%,-2%,17%,1%,2.0
C(=C\c1ccccc1)/CN1CCN(C(c2cccs2)c2nnnn2-c2ccc3c(c2)OCCO3)CC1 (stereo unspecified),9%,-12%,9,-2%,-6%,-6%,0%,-0.7
CSc1ccc(CN2CCN(Cc3ccccc3)C(CCO)C2)cc1 (stereo unspecified),26%,5%,6,-6%,6%,-2%,3%,-0.4
Cn1c(=O)c2[nH]c(-c3ccccc3)c(O)c2n(C)c1=O,3%,15%,-26,-35%[57.1 µM],27µM*,43%[activator],24%,4.3
O=c1ccc2c(ccc3ncccc32)o1,-30%[inhibitor],8%,-4,6%,-1%,14%,0%,-2.3
CC(=O)Nc1ccc(CN2CCc3c([nH]c4ccccc34)C2C(C)(C)C)cc1 (stereo unspecified),-4%,-7%,-14,0%,-7%,-17%,8%,0.0
CCc1c(O)nc(SCC(=O)Nc2ccccc2C)n(-c2ccc(C)cc2)c1=O,6%,15%,-1,8%,-5%,-6%,6%,-2.5
O=C(NCC1CCCO1)c1ccc(NC(=O)C2CCCCC2C(=O)O)cc1 (stereo unspecified),-26%,6%[9.22 µM],-1,-12%,0%,4%,-11%,-2.6
CCOc1ccccc1Nc1ccc2nonc2c1[N+](=O)[O-],-13%,3%,-5,1%,-10%,-17%,6%,-1.0
CN(C)CCCN(C(=O)c1ccc2c(c1)CCCC2)c1nc2ccc(Cl)cc2s1,·,-33%[inhibitor],-2,-4%,-11%,-10%,24%,0.2
Cc1[nH]c(=O)[nH]c(=O)c1S(=O)(=O)N1CCCCC1,12%,-7%,3,-15%,-1%,1%,0%,0.3
O=C(C[n+]1ccccc1)N/N=C/c1cccs1,15%,-2%,-1,-4%,-9%,-13%,-5%,-2.4
CC(C(=O)Nc1ccc(F)c(F)c1F)N(C)CCOc1ccccc1 (stereo unspecified),-2%,5%,5,4%,-13%,7%,4%,-2.8
CCCCCCCNC(=O)C1(CC2CC(c3ccc(Cl)cc3)=NO2)CCNCC1 (stereo unspecified),22%,-1%,11,-6%,-5%,-5%,1%,-5.4
COc1ccc(CC(=O)Nc2c3c(nn2-c2cccc(Cl)c2)CS(=O)C3)cc1 (stereo unspecified),2%,17%,-7,11%,-13%,-6%,-8%,-0.4
Cc1cc[n+](CC(=O)c2ccc(NC(=O)c3ccccc3)cc2)cc1,-14%,-16%,10,-1%,0%,-12%,14%,1.2
Cn1c(=O)c([N+](=O)[O-])c(-n2cnc3ccccc32)c2ccccc21,10%,6%,-10,-7%,-11%,-18%,-2%,-3.7
CCCN(CC(=O)Nc1ccccc1C)C(=O)C1CCN(S(=O)(=O)c2cccc(C(F)(F)F)c2)CC1,?,-2%,-3,-6%,-1%,3%,-8%,0.4
Cc1oc(-c2ccccc2F)nc1CS(=O)(=O)CC(=O)N1CCN(Cc2ccccc2)CC1,-18%,-12%,8,3%,-13%,-15%,-5%,-4.6
CCC(C)NC(=O)CSC1=Nc2ccccc2C2=NC(CC(=O)NCc3ccc(F)cc3)C(=O)N12 (stereo unspecified),29%,9%,·,-6%,-4%,0%,7%,-2.6
CCOC(=O)[C@]12CCC=C1N(CCC1=CCCCC1)C(=O)[C@H](CC(=O)NCCC(C)C)C2,?,-14%,4,-3%,-7%,2%,-12%,1.6
O=C(O)COc1ccccc1/C=N/NC(=O)c1cc2ccccc2cc1O,?,-14%,-21,-8%[11.6 µM],-15%,-27%,-1%,0.3
CN(CC(=O)Nc1ccc(F)c(F)c1F)C(=O)c1nn(Cc2ccccc2)c(=O)c2ccccc12,6%,-3%,6,-1%,-5%,-15%,13%,3.0

# Single entries from the entries so far:
# Entry for `CC(C(=O)Nc1ccc(F)c(F)c1F)N(C)CCOc1ccccc1` (stereo unspecified) under EPAC1 antag: 7%
# Entry for `O=C(O)CCCSCC(=O)Nc1ccccc1` under WRN inhibitor: -12%
# Entry for `Cc1cc[n+](CC(=O)c2ccc(NC(=O)c3ccccc3)cc2)cc1` under PLK1 PBD block: 0%
# Entry for `Cc1nn(CC(=O)OCC(=O)Nc2ccccc2[N+](=O)[O-])c(C)c1[N+](=O)[O-]` under FUS suppressor: -24%

# Compounds were not picked by outcome; 4.1% or so of the library scored in one or more.
